# Compound activity deposited in PubChem by National Center for Advancing Translational Sciences (NCATS).
# KAT2A inh = blocks human GCN5L2 histone acetyltransferase. Potency, µM (top dose mostly 58.9 µM), for inactives: at the highest dose activity change, negative = inhibition, usual class: inhibitors. Q92830. GCN5L2 HAT assay, ThioGlo1 CoA-SH fluorescence. 390,000 tested, 0.21% active
# Target sequence (Q92830 whole entry, looked up): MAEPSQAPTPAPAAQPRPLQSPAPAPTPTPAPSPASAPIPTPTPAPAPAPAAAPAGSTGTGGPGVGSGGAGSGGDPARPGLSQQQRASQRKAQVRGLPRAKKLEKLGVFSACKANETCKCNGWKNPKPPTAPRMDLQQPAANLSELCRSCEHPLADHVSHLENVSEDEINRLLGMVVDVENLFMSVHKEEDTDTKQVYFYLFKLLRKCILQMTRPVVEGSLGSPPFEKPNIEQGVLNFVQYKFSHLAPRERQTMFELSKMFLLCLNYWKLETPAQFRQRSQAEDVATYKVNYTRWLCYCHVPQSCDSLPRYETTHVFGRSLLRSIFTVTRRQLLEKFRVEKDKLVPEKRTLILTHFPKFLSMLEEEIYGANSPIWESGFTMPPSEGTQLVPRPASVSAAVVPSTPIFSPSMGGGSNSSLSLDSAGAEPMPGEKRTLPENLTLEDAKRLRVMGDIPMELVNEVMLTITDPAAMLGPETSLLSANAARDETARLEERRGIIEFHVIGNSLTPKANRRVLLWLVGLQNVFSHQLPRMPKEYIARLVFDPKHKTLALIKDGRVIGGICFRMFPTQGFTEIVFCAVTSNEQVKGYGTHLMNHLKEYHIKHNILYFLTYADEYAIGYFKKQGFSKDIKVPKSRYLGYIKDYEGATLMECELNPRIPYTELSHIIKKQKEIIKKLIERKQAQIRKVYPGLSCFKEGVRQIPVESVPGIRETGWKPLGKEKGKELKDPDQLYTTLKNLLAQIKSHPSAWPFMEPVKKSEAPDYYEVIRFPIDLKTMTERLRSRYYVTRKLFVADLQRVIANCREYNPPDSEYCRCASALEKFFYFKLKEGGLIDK
#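 Compounds, pin-transferred from DMSO stocks, meet 20nM GCN5L2 for 15 min before the reaction begins with H3(1-25) peptide (75uM) and acetyl-CoA (70uM). Thiol-reactive ThioGlo1 reports CoA release over 20 min at room temperature.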
# DT40 TDP1 no CPT = qHTS for Inhibitors of human tyrosyl-DNA phosphodiesterase 1 (TDP1): qHTS in cells in absence of CPT | AID 686978, 2013 | DT40 Tdp1-/- hTDP1 cells, no CPT, ATP luminescence, 48 h | 420,000 tested, 15% active | Potency, µM (doses to about 46.2 µM), for inactives: top-dose activity change, negative = growth inhibition, actives largely listed as inhibitors; note: nearly all actives have a fitted effect of over 55% in size
#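 Compound effects on proliferation are scored in DT40 Tdp1-/-;hTDP1 cells in the absence of CPT. ATP levels (CellTiter-Glo luminescence) are recorded after a ≥48 hr, 37 °C incubation.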
# TDP1 cell CPT = growth inhibition of DT40 Tdp1-/-;hTDP1 cells with camptothecin (screen for TDP1 inhibitors); chicken DT40 Tdp1-/-;hTDP1 cells + 20 nM CPT, ATP luminescence, 48 h; Potency, µM (doses to about 46.2 µM), without a hit: top-dose activity change, negative = growth inhibition, actives largely listed as inhibitors; 420,000 tested, 12% active; note: nearly all actives have a fitted effect of over 55% in size
#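 Cell growth measured by CellTiter-Glo luminescence after a minimum 48 h, 37 C compound exposure with 20 nM CPT in Tdp1-knockout DT40 cells stably expressing hTDP1, seeded 400/well; qHTS titration format.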
# The depositor's hits bear a star; ? = inconclusive; / = not tested or not shown; [ ] = dose if it differs, or a comment. Calls come from the whole dose curve; as a rule, active = well fitted curve in the direction sought with a large enough effect; inconclusive = small, poorly fitted or top-dose-only effect, or another doubt; inactive = no such curve, though single readings can be large; an effect the other way counts as inactive or inconclusive. % is set by controls: 0 for no effect and ±100 for the full control effect; potency is the fitted concentration of half-maximal effect. These rows are one share of the data; count on the stated rates, not on these rows.
# The first 21 entries, to show the layout:
SMILES,KAT2A inh,DT40 TDP1 no CPT,TDP1 cell CPT
CC/C(=N\NC(=S)Nc1ccc(OC)cc1)c1ccc(OC(F)F)cc1,-11.1%,5.8µM*,2.91µM*
CCOc1ccc(N2CC(NC(=O)C3CC3)CC2=O)cc1 (centres undefined),1.6%,0.6%,12.7%
CN(C)C1CCN(C(=O)c2cccc(OC3CCN(S(=O)(=O)N(C)C)CC3)c2)C1 (centres undefined),-3.0%,10.0%,-9.5%
COCCNC(=O)C12CC3CC(C1)CC(c1ccccc1)(C3)C2,1.6%,?,-21.1%
Cc1nnc(-c2cnn(C)c2N)n1Cc1ccc2c(c1)OCO2,0.0%,6.9%,-4.2%
COC(=O)c1ccccc1NC(=O)CN1C(=O)c2ccccc2C1=O,/,12.5%,25.0%
COc1ccc(S(=O)(=O)N2CCN(C(=O)NCc3ccc(OC)c(OC)c3)CC2)cc1,-1.4%,-11.6%,-22.6%
CC1CCCC(C)N1CCCNC(=O)C1CCCN(c2ncnc3c2nc2n3CCCCC2)C1 (centres undefined),-15.8%,-10.4%,-3.5%
O=C(CCn1c(=S)oc2ccccc21)Nc1cc([N+](=O)[O-])ccc1F,-1.0%,-30.5%,1.5%
CC[C@@]12C(=O)N(c3cccc(C)c3)C(=O)N1[C@H](c1ccc(OC)cc1)[C@@H]1C(=O)N(C(C)(C)C)C(=O)[C@@H]12,-1.0%,-7.1%,4.0%
Cc1cccc(N2CCN(C(=O)c3cc(S(=O)(=O)N4CCOCC4)cn3C)CC2)c1C,?,?,?
O=C(O)Cc1cn(Cc2cccc(Cl)c2)c2ccccc12,-13.1%,-8.9%,0.9%
COCCN1C2=C(C(=O)CC(C)(C)C2)C(c2ccc(OC)c(OC)c2)C2=C1CC(C)(C)CC2=O,-9.4%,6.6%,-4.9%
c1ccc2c(CCNc3ncnc4nc[nH]c34)c[nH]c2c1,2.7%,11.6µM*,6.51µM*
CCOC(=O)n1c(=O)n(C)c2ccc(Br)cc21,-5.4%,?,-26.9%
O=C1CSC(=Nc2cccc([N+](=O)[O-])c2)N1,0.7%,-16.7%,-4.5%
O=C(O)CCCC(=O)Nc1cccc(C(=O)Nc2ccccc2C(=O)O)c1,-9.5%,1.3%,2.8%
Cc1sc2nc(CSCC(=O)N(CCC#N)c3ccccc3F)[nH]c(=O)c2c1C,-0.6%,-8.5%,?
COc1ccc(S(=O)(=O)N2CCOCC2)cc1NC(=O)CN1CCCCCC1,-2.5%,?,4.7%
O=C1/C(=C\c2ccc(O)c(O)c2)N=C2CCCCCN12,-11.4%,?,23.1µM*
COc1cc(C)c(CNc2cccc(C)c2)cc1C,-17.8%[0.501 µM],-27.6%,-29.7%

# Results, from the start:
SMILES,KAT2A inh,DT40 TDP1 no CPT,TDP1 cell CPT
CC/C(=N\NC(=S)Nc1ccc(OC)cc1)c1ccc(OC(F)F)cc1,-11.1%,5.8µM*,2.91µM*
CCOc1ccc(N2CC(NC(=O)C3CC3)CC2=O)cc1 (centres undefined),1.6%,0.6%,12.7%
CN(C)C1CCN(C(=O)c2cccc(OC3CCN(S(=O)(=O)N(C)C)CC3)c2)C1 (centres undefined),-3.0%,10.0%,-9.5%
COCCNC(=O)C12CC3CC(C1)CC(c1ccccc1)(C3)C2,1.6%,?,-21.1%
Cc1nnc(-c2cnn(C)c2N)n1Cc1ccc2c(c1)OCO2,0.0%,6.9%,-4.2%
COC(=O)c1ccccc1NC(=O)CN1C(=O)c2ccccc2C1=O,/,12.5%,25.0%
COc1ccc(S(=O)(=O)N2CCN(C(=O)NCc3ccc(OC)c(OC)c3)CC2)cc1,-1.4%,-11.6%,-22.6%
CC1CCCC(C)N1CCCNC(=O)C1CCCN(c2ncnc3c2nc2n3CCCCC2)C1 (centres undefined),-15.8%,-10.4%,-3.5%
O=C(CCn1c(=S)oc2ccccc21)Nc1cc([N+](=O)[O-])ccc1F,-1.0%,-30.5%,1.5%
CC[C@@]12C(=O)N(c3cccc(C)c3)C(=O)N1[C@H](c1ccc(OC)cc1)[C@@H]1C(=O)N(C(C)(C)C)C(=O)[C@@H]12,-1.0%,-7.1%,4.0%
Cc1cccc(N2CCN(C(=O)c3cc(S(=O)(=O)N4CCOCC4)cn3C)CC2)c1C,?,?,?
O=C(O)Cc1cn(Cc2cccc(Cl)c2)c2ccccc12,-13.1%,-8.9%,0.9%
COCCN1C2=C(C(=O)CC(C)(C)C2)C(c2ccc(OC)c(OC)c2)C2=C1CC(C)(C)CC2=O,-9.4%,6.6%,-4.9%
c1ccc2c(CCNc3ncnc4nc[nH]c34)c[nH]c2c1,2.7%,11.6µM*,6.51µM*
CCOC(=O)n1c(=O)n(C)c2ccc(Br)cc21,-5.4%,?,-26.9%
O=C1CSC(=Nc2cccc([N+](=O)[O-])c2)N1,0.7%,-16.7%,-4.5%
O=C(O)CCCC(=O)Nc1cccc(C(=O)Nc2ccccc2C(=O)O)c1,-9.5%,1.3%,2.8%
Cc1sc2nc(CSCC(=O)N(CCC#N)c3ccccc3F)[nH]c(=O)c2c1C,-0.6%,-8.5%,?
COc1ccc(S(=O)(=O)N2CCOCC2)cc1NC(=O)CN1CCCCCC1,-2.5%,?,4.7%
O=C1/C(=C\c2ccc(O)c(O)c2)N=C2CCCCCN12,-11.4%,?,23.1µM*
COc1cc(C)c(CNc2cccc(C)c2)cc1C,-17.8%[0.501 µM],-27.6%,-29.7%
Cc1cc(C)n2nc(C(=O)Nc3nccs3)nc2n1,1.6%,1.4%,0.1%
Cc1ccc(CNc2ccc(CNc3ncn[nH]3)cc2)cc1,-10.2%[0.501 µM],-8.7%,-10.4%
OC(c1ccccc1)c1nc(-c2ccccc2)cs1 (centres undefined),/,-20.0%,2.1%
CCOC(=O)C1(C)CCCN(C(=O)c2ccc3c(c2)OCO3)C1 (centres undefined),/,-10.9%,-2.8%
# Later entries:
SMILES,KAT2A inh,DT40 TDP1 no CPT,TDP1 cell CPT
COc1ccc(CNC(=O)c2cc3c(=O)n(Cc4ccco4)ccc3nc2C)cc1,-8.1%,-17.3%,-24.1%
CCN(c1ccccc1)S(=O)(=O)c1ccc(NC(=O)c2cc(=O)c3cc(C)c(C)cc3o2)cc1,-5.3%,-6.8%,-0.8%
C=CCNc1ncnc2c1ncn2[C@H]1CN(C2CCCC2)C[C@@H](CO)O1,/,0.7%,-1.2%
CCCN=C1N(C)C[C@@H]2[C@@H]3C(=O)N(C)C(=O)[C@@H]3[C@](Cc3ccccc3)(C(=O)OC)N12,-0.8%,0.4%,8.6%
O=C(NCCc1ccccc1)c1ccc2c(c1)CCN2S(=O)(=O)c1ccc(Br)cc1,-6.2%,?,?
Cc1cccc(NC(=O)C(=O)NCC(c2ccc3c(c2)OCO3)N2CCN(c3ccccc3)CC2)c1 (centres undefined),-14.8%,-6.2%,-26.7%
CCOC(=O)c1sc(NC(=O)Cn2nnc3sc4c(c3c2=O)CCC(C(C)(C)C)C4)nc1C (centres undefined),-19.1%,-19.0%,21.9%
Cc1cc(C)c(S(=O)(=O)/N=C2/C=C(SCC(=O)O)C(=O)c3ccccc32)cc1C,-29.0%,1.84µM*,1.84µM*
CN(C(=O)/C=C/c1ccc2c(c1)OCO2)c1ccccc1,-5.2%,?,-17.4%
Cc1cc(C)nc(NC(=NCCc2c[nH]c3ccccc23)NC(=O)C(C)(C)C)n1,-9.9%,14.6µM*,?
Cc1ccc(C)c(S(=O)(=O)N2CCN(C(=O)Cn3[nH]c(=O)c4ccccc4c3=O)CC2)c1,-8.9%,-27.3%,-23.7%
CC(C)(C)NC(=S)NCCc1ccccc1,0.1%,-25.7%,-5.3%
COc1ccc(S(=O)(=O)N2CC(=O)Nc3ccccc32)cc1C,-22.9%,11.9%,0.1%
O=C(CCCN=C1NS(=O)(=O)c2ccccc21)OCC(=O)c1ccccc1,-4.5%,-1.8%,0.8%
CCOC(=O)c1[nH]c(C)c(C(=O)OCC(=O)NCc2ccc(OC)c(OC)c2)c1C,-1.5%,?,?
N#CC1=C2SCN(Cc3ccccc3)CN2C(=O)CC1c1ccc2c(c1)OCO2 (centres undefined),-26.2%,?,?
N#Cc1ccccc1Cn1c(=O)n(C2CCCC2)c(=O)c2ccccc21,-1.3%,18.4µM*,16.4µM*
C[C@H]1COc2cccc(N3CCN(Cc4ccccc4F)CC3)c2S(=O)(=O)N1,/,?,-10.5%
NC(c1csc(Nc2cc(Oc3ccccc3)ncn2)n1)C1CCCCC1 (centres undefined),/,?,?
S=C1NC(c2ccccc2)=NCN1c1ccccc1,0.3%,-16.1%,-9.8%
COc1ccc(/C=C/CN2CCC(n3nccc3NC(=O)C3CC3)CC2)cc1,-1.9%,12.6%,-29.6%
COc1ccc(CNC(=O)/C=C/[C@H]2O[C@@H](n3cc(C)c(=O)[nH]c3=O)C[C@@H]2O)cc1,/,0.6%,0.0%
CN(CCCNS(=O)(=O)c1cccc2cccnc12)Cc1ccccc1,-20.4%,-23.1%,-13.6%
Cn1c(SCC(=O)N2CCN(c3ccccc3)CC2)nnc1-c1ccco1,0.9%,-2.2%,-19.7%
CCOc1ccc(N(C(C)C(=O)NCc2ccco2)S(C)(=O)=O)cc1 (centres undefined),-0.5%,-12.7%,-28.3%
# Following part
SMILES,KAT2A inh,DT40 TDP1 no CPT,TDP1 cell CPT
Cc1ccc(/C=C(\C#N)C(=O)Nc2ccccn2)o1,-6.8%,-5.6%,-0.4%
CC(C)Cc1nc2n[nH]c(N)c2c2c1CCC2,-9.3%,1.9%,2.2%
O=C(NCCCN1CCN(c2ccccc2F)CC1)c1ccc2nc(Cc3ccccc3)oc2c1,-0.4%,25.9µM*,?
O=C(NCCN1CCOCC1)c1cc(Sc2ccc(F)cc2F)nc2ccccc12,-3.9%,-29.7%,?
COc1cccc(/C=C/C(=O)Nc2ccc3[nH]c(=O)[nH]c3c2)c1,0.0%,-2.2%,-15.6%
O=C(O)CN(c1ccc2c(c1)OCCO2)S(=O)(=O)c1ccccc1,-20.9%,-15.4%,3.2%
CCc1cccc(NC(=O)CN2C(=O)COc3ccc(S(=O)(=O)N4CCC(C)CC4)cc32)c1,-0.4%,-14.8%,-11.4%
C/C(=N\NC(=O)c1ccc(NS(=O)(=O)c2cccs2)cc1)c1ccc(O)cc1O,-4.0%,?,?
Cc1cc2nc(-c3nnnn3C3CCCCC3)c(=O)[nH]c2cc1C,/,?,-42.7%
OCC1(CCOc2ccccc2)CCN(Cc2cccn2-c2ncccn2)CC1,1.0%,-7.1%,9.2%
CC(NC(=O)c1c(F)cccc1Cl)c1ccc(-n2ccnc2)cc1 (centres undefined),-3.6%,10.4%,3.5%
CC(=O)c1c(C)[nH]c(C(=O)NC2=NCCS2)c1C,-4.1%,0.8%,-2.3%
Cc1cccc(C(=O)Nc2nnc(S(=O)(=O)N3CCCc4ccccc43)s2)c1,-13.3%,16.4µM*,?
CC(OC(=O)C1CSC2(C)CCC(=O)N12)C(=O)Nc1ccc(F)cc1 (centres undefined),-5.5%,0.0%,-13.2%
N#Cc1ccc(C(=O)Nn2cnnc2)cc1,?,0.3%,-3.6%
O=C(CNC(=O)c1ccc(-c2ccccc2)cc1)OCc1c(Cl)cccc1Cl,-0.8%,?,-10.0%
COc1cccc(-n2c(SCC(=O)Nc3nc4ccccc4s3)nc3ccccc3c2=O)c1,-18.1%,?,-23.4%
COc1ccc(NC2=C(C(C)=O)C(c3ccc4c(c3)OCO4)C(C(C)=O)C(C)(O)C2)cc1 (centres undefined),-12.7%,-25.0%,?
O=C(O)CCC(=O)NNC(=O)COc1ccc(Cl)cc1Cl,-2.4%,-10.5%,-1.0%
CCc1ccc(N2C=C(C(=O)OC)C(c3cccc4ccccc34)C(C#N)=C2N)cc1 (centres undefined),/,8.2µM*,13µM*
O=C(CNC(=O)c1ccco1)NCC(=O)OCc1c(F)cccc1Cl,-3.7%,-1.4%,4.3%
Cc1ccc(NC(=O)CC(=O)Nc2ccc(C)c(C)c2)cc1C,-6.5%,-15.5%,22.7%
CC(C)(C)OC(=O)NCC(=O)Oc1cc2oc(=O)cc(-c3ccccc3)c2cc1Cl,-17.3%,?,-21.4%
COC(=O)c1ccc(CNC(=O)COC(=O)/C=C/c2cc(OC)c(OC)c(OC)c2)cc1,-12.3%,-4.7%,-0.8%
Cc1cc2c(n1-c1ccc(C(=O)NCc3cccc(Br)c3)cc1)CCC(C)C2 (centres undefined),-5.2%,14.6µM*,?
C/C(NCCCn1ccnc1)=C(\C#N)C(N)=O,0.1%,-26.9%,-74.7%
COc1ccc(-c2nc(CNC(=O)NC3CCCCC3)c(C)o2)cc1,15.5%,?,?
